# Screening results deposited in PubChem by National Center for Advancing Translational Sciences (NCATS).
# aGlu spleen mod – inhibits or activates alpha-glucosidase in human spleen homogenate | human spleen homogenate, 4-MU-alpha-glucoside fluorescence | Potency, µM (doses to about 79.9 µM), for the others: top-dose activity change, negative = inhibition, usual class: inhibitors | actives 0.006% (n = 240,000) | AID 2112;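 note: 0% = enzyme with vehicle and -100% = no enzyme basal signal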
#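 Compounds were titrated against alpha-glucosidase in spleen homogenate at pH 5.0, with 1 mM 4-methylumbelliferyl substrate for 40 min at 37 C. Reactions were quenched with pH 10 NaOH/glycine and fluorescence measured.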
# GAA inh – inhibitors of human lysosomal alpha-glucosidase | P10253 | purified human GAA, 4-MU-alpha-glucoside fluorescence | Potency, µM (highest dose often 76.9 µM), without a hit: top-dose activity change, negative = inhibition, usual class: inhibitors | actives 0.005% (n = 200,000) | AID 1466;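 note: plate controls were uninhibited enzyme wells for no effect and no-enzyme background for full effect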
#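 Enzyme (4 nM final) mixed with compound (up to 77 uM), then 4-MU-alpha-D-pyranoside (400 uM final) added; 20 min at room temperature, pH 5.0. Reaction stopped at pH 10, fluorescence read, AC50 derived by Hill fit.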
# Tau ThT inhib – blocks human tau fibril formation measured by thioflavin T; Potency, µM (doses to about 57.4 µM), for the others: at the highest dose activity, negative = inhibition, actives largely listed as inhibitors; actives 2.1% (n = 270,000); recombinant tau K18 P301L, heparin-induced fibrillization, ThT fluorescence; P10636; AID 1460; note: % is set by controls: 0 for no effect and ±100 for the full control effect; nearly all actives have a fitted effect of over 55% in size
# Target sequence (P10636 561-689 P618L limits assumed): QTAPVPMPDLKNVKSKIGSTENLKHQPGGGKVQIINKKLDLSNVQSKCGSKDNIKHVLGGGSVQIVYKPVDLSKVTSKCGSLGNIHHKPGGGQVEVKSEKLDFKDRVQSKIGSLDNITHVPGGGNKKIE
#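 Heparin-induced fibrillization of the P301L-mutant K18 repeat-domain fragment of human tau was followed by ThT binding in quantitative high-throughput format.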
# GLA spleen mod – inhibits or activates alpha-galactosidase in human spleen homogenate | human spleen homogenate, 4MU-alpha-Gal fluorescence, 40 min | Potency, µM (titrated, usually from 80 µM), inactives show at the top dose activity change, negative = inhibition, actives largely listed as inhibitors | actives 0.008% (n = 240,000);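 note: 0% = enzyme with vehicle and -100% = no enzyme basal signal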
# Target sequence (P06280 32-429 limits assumed): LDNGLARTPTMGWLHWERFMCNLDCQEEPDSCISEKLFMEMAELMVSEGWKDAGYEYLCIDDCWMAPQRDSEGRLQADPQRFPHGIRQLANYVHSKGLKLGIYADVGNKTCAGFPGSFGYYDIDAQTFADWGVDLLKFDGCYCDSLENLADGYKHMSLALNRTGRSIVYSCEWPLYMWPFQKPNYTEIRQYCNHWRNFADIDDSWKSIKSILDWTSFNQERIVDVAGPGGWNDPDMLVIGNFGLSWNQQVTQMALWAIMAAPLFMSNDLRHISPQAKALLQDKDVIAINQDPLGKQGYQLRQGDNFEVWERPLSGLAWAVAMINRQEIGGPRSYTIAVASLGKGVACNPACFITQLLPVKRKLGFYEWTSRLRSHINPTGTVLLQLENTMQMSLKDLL
#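 Inhibition or activation of alpha-galactosidase in human spleen homogenate is scored by 4-MU fluorescence after 40 min at 37C, pH 5.0, with 1 mM substrate. AC50s come from concentration-response fitted to the Hill equation.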
# Tau fluor cs – counter-screen for tau fibril formation inhibitors; tau K18 P301L (four-repeat tau fragment) Alexa594 fluorescence, heparin fibrillization; Potency, µM (doses to about 57.7 µM), inactives show top-dose activity change, negative = decrease; actives 0.93% (n = 280,000); AID 1463; note: % is set by controls: 0 for no effect and ±100 for the full control effect; nearly all actives have a fitted effect of over 55% in size
#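 Human K18 P301L tau (15 uM unlabeled plus 0.24 uM Alexa 594-labeled, final) in 100 mM sodium acetate pH 7 was mixed with compound and 20 uM heparin and incubated 6 hr at 37 C.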
# HTT cytoprotect – cytoprotection in Huntington HTT-Q103 PC12 cell model; Potency, µM (series often up to 56.4 µM), for the others: cytoprotection (ATP increase), most hits filed as activators; PC12 HTT-Q103 induced, cytoprotection, ATP luminescence, 40 h; actives 0.14% (n = 230,000);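 note: % of control where 0% means no effect; nearly all actives have a fitted effect of over 45% in size; toxic huntingtin expression switched on by the ecdysone agonist tebufenozide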
#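 Readout: ATPlite luminescence (ATP level). Model: stable PC12, inducible Htt exon1 Q103-GFP. Inducer: tebufenozide, 100 nM final. Compounds: dose series. No G418 in medium.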
# Tau FP inhib – inhibitors of human tau fibril formation; P10636; K18 P301L tau heparin fibrillization, Alexa594 FP, 6 h; Potency, µM (doses to about 57.7 µM), inactives show top-dose activity, negative = inhibition, hits mostly inhibitors; actives 0.39% (n = 280,000); AID 1468; note: % is set by controls: 0 for no effect and ±100 for the full control effect; nearly all actives have a fitted effect of over 55% in size
#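 Steps: dispense K18 P301L tau (15 uM plus 0.24 uM Alexa 594 tracer, final) in pH 7 sodium acetate; add compound; add heparin (20 uM final); incubate 6 hr, 37 C; add ThT (30 uM final); after 1 hr ambient, read FP.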
# GAA glycogen mod – GAA glycogen-cleavage inhibition or activation; P10253; Potency, µM (highest dose often 76.4 µM), without a hit: top-dose activity change, negative = inhibition, most hits filed as inhibitors; recombinant GAA, glycogen substrate, Amplex Red glucose oxidase fluorescence; actives 0.38% (n = 300,000); AID 2100;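 note: 0% = full enzyme reaction and -100% = no-enzyme basal signal; the screen sought inhibitors and activators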
#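 qHTS, 1536-well; enzyme 4 nM final; cpd up to 77 uM; substrate bovine liver glycogen 30 ug; 50 mM citrate/phosphate pH 5.0, 0.01% Tween-20; 37 C, 40 min; Amplex Red detection 45 min RT; Hill fit → AC50.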
# * = called active by the depositor; ? = inconclusive; . = no result given; [ ] = remark or other dose. Calls come from the whole dose curve; as a rule, active = well fitted curve in the direction sought with a large enough effect; inconclusive = small, poorly fitted or top-dose-only effect, or another doubt; inactive = no such curve, though single readings can be large; an effect the other way counts as inactive or inconclusive. Potency is the fitted concentration of half-maximal effect.
[1] CN(c1nnc(N)s1)C1CCCCC1
[2] NS(=O)(=O)c1ccc(CCNC(=O)CCCn2c(SCC(=O)N3CCCC3)nc3ccsc3c2=O)cc1
[3] Cc1cc(NC(=O)CSCc2nc(-c3cccc(F)c3)oc2C)no1
[4] Cc1ccc2c(c1)C1CN(C)CCC1N2C(=O)COc1ccc(N(C)C(=O)c2ccccc2)cc1 (configuration not stated)
[5] CC(=O)c1ccc(NC(=O)c2ccc(C)c(Br)c2)cc1
[6] O=C(c1ccc([N+](=O)[O-])c(CS(=O)(=O)c2ccc(Cl)cc2)c1)N1CCCC1

Screen / compound no. | 1 | 2 | 3 | 4 | 5 | 6
aGlu spleen mod | 7% | -2% | 1% | -2% | -2% | -1%
GAA inh | -7% | 8% | 0% | -18% | -8% | 3%
Tau ThT inhib | -10% | 2% | -3% | -7% | 15% | -3%
GLA spleen mod | 2% | -6% | -1% | -4% | 8% | 4%
Tau fluor cs | -6% | 1% | -4% | -3% | 10% | -8%
HTT cytoprotect | -7% | -13% | ? | -18% | -23% | -15%
Tau FP inhib | 10% | -2% | 1% | 6% | 6% | -4%
GAA glycogen mod | -26% | -11% | -4% | -10% | 6% | -1%

[7] CCn1nc(C)c(/C=N/NC(=O)Cn2nccc2C)c1C
[8] COc1ccc(Cl)cc1NC(=O)C(=O)NC1CCCCCC1
[9] Cc1ccc(C)c(-n2ccnc2SCC(N)=O)c1
[10] O=C(NNC(=O)C1CCN(Cc2ccc(F)cc2Cl)CC1)Nc1ccc([N+](=O)[O-])cc1
[11] c1ccc2c(c1)nc(NCc1ccc3c(c1)OCO3)n2CCN1CCOCC1
[12] COC(=O)c1[nH]c(C)c(/C(O)=C2\C(=O)C(=O)N(CCN3CCOCC3)C2c2ccco2)c1C (configuration not stated)

Screen / compound no. | 7 | 8 | 9 | 10 | 11 | 12
aGlu spleen mod | 0% | -3% | -5% | 2% | -11% | 7%
GAA inh | -1% | -2% | 15% | 5% | 12% | .
Tau ThT inhib | -13% | -8% | 10% | 0% | 3% | -11%
GLA spleen mod | -1% | 3% | -5% | -1% | -6% | 5%
Tau fluor cs | -9% | -12% | 3% | -9% | -3% | -10%
HTT cytoprotect | . | -1%[10 µM] | 2%[10 µM] | . | . | -1%[10 µM]
Tau FP inhib | -2% | -12% | 9% | 0% | -3% | -5%
GAA glycogen mod | 1% | 2% | 5% | -4% | -12% | -5%

[13] Cn1c(=O)c2c(nc(CN3CCCCC3)n2CCc2ccccc2)n(C)c1=O
[14] O=[N+]([O-])c1ccc2nc(SCc3cn4cccnc4n3)[nH]c2c1
[15] CC(=O)c1ccc(-n2nnnc2SCC(=O)NNC(=O)c2ccco2)cc1
[16] Cc1ccc2nc3c(cc(C(=O)NC4CCCCC4)c(=N)n3C(C)C)c(=O)n2c1
[17] CN(C)/N=C/C=C1\CCC/C(=C/c2cccs2)C1=O
[18] CC1CCCCC1NC(=O)C1CCCN1S(=O)(=O)c1cccc2nsnc12 (configuration not stated)

Screen / compound no. | 13 | 14 | 15 | 16 | 17 | 18
aGlu spleen mod | -3% | 1% | -8% | . | -2% | 3%
GAA inh | -2% | . | -15% | . | -9%[15.4 µM] | 2%
Tau ThT inhib | 0% | ? | 3% | 2% | 0.63µM* | 3%
GLA spleen mod | -2% | 1% | 21% | . | -1% | -5%
Tau fluor cs | -4% | -5% | -2% | 3% | -10% | -3%
HTT cytoprotect | -11% | 4%[10 µM] | -10% | . | 3%[10 µM] | -5%
Tau FP inhib | -2% | -11% | -4% | 2% | 0% | -8%
GAA glycogen mod | -8% | -6% | 1% | -11%[76.3 µM] | 7% | 3%

[19] COc1cc(/C=N/n2c(-c3cc(C)[nH]n3)n[nH]c2=S)ccc1O
[20] c1ccc(CSc2ccc(-c3cccnc3)nn2)cc1
[21] CCN(Cc1ccccc1)Cc1c(O)ccc2c(=O)c(-c3ccccc3Cl)coc12
[22] COc1cc(-c2noc(-c3ccc(NC4CCCC4)c([N+](=O)[O-])c3)n2)cc(OC)c1OC
[23] CCCC(=O)N/C(N)=N/c1nc(C)c2cc(C)ccc2n1
[24] COC(=O)c1[nH]c2ccccc2c1NC(=O)Oc1ccccc1

Screen / compound no. | 19 | 20 | 21 | 22 | 23 | 24
aGlu spleen mod | -1% | -17% | . | . | -3% | -1%
GAA inh | . | ? | . | . | . | -1%[15.4 µM]
Tau ThT inhib | -9% | -13% | -9% | ? | -17% | ?
GLA spleen mod | 4% | -12% | . | . | -5% | 0%
Tau fluor cs | -4% | -15% | -6% | -23% | -10% | -14%
HTT cytoprotect | -11%[10 µM] | -59%[inhibitor] | . | . | -18%[10 µM] | -24%
Tau FP inhib | 4% | ? | -2% | ? | -3% | -2%
GAA glycogen mod | -20% | 5% | 16%[76.3 µM] | 11%[76.3 µM] | 0% | -17%

[25] CCc1ccc2[nH]c(=O)c(C(c3nnnn3CCOC)N3CCN(c4ccc(F)cc4)CC3)cc2c1 (configuration not stated)
[26] Cc1cccc(Cn2c(C(C)O)nc3ccccc32)c1 (configuration not stated)
[27] CCOc1ccc(-c2nc(C#N)c(N3CCN(C)CC3)o2)cc1
[28] CC1(C)CC(=O)C2=C(C1)N(c1ccccc1)C(N)=C(C#N)C2c1ccsc1 (configuration not stated)
[29] CC(=O)c1ccc(O)c(CSC2=NCCS2)c1
[30] COCCCNC(=O)CSc1nc2cc(OC)c(OC)cc2c2nc(-c3ccccc3)nn12

Screen / compound no. | 25 | 26 | 27 | 28 | 29 | 30
aGlu spleen mod | 1% | 4% | -10% | 8% | 1% | .
GAA inh | -10% | 2% | -6% | -2% | 11% | .
Tau ThT inhib | ? | 2% | -12% | -5% | 6% | -15%
GLA spleen mod | 6% | -3% | 1% | 8% | 5% | .
Tau fluor cs | -22% | 2% | -15% | -15% | 4% | -29%
HTT cytoprotect | -15% | 10%[10 µM] | -2% | 7%[10 µM] | . | .
Tau FP inhib | 11% | -4% | -2% | -10% | -2% | -16%
GAA glycogen mod | -5% | -1% | -1% | 23% | -15% | 14%[76.3 µM]

# Structures from the list above with an aryl methoxy group (four):
[8] COc1ccc(Cl)cc1NC(=O)C(=O)NC1CCCCCC1
[19] COc1cc(/C=N/n2c(-c3cc(C)[nH]n3)n[nH]c2=S)ccc1O
[22] COc1cc(-c2noc(-c3ccc(NC4CCCC4)c([N+](=O)[O-])c3)n2)cc(OC)c1OC
[30] COCCCNC(=O)CSc1nc2cc(OC)c(OC)cc2c2nc(-c3ccccc3)nn12

Screen / compound no. | 8 | 19 | 22 | 30
aGlu spleen mod | -3% | -1% | . | .
GAA inh | -2% | . | . | .
Tau ThT inhib | -8% | -9% | ? | -15%
GLA spleen mod | 3% | 4% | . | .
Tau fluor cs | -12% | -4% | -23% | -29%
HTT cytoprotect | -1%[10 µM] | -11%[10 µM] | . | .
Tau FP inhib | -12% | 4% | ? | -16%
GAA glycogen mod | 2% | -20% | 11%[76.3 µM] | 14%[76.3 µM]

# Next section
[31] CCCC(=O)NCCc1c(I)[nH]c2ccc(OC)cc12
[32] CC(=O)OC1OCCOC1NC(=S)Nc1cccc(C(F)(F)F)c1 (configuration not stated)
[33] O=C(CN1C(=O)C2CCCCC2C1=O)OCc1nnc(-c2ccccc2)o1 (configuration not stated)
[34] Cc1ccc(S(=O)(=O)Nc2cc3c(cc2NCc2ccccc2)n(C)c(=O)n3C)c(C)c1
[35] CCc1ccc(Oc2c(C(F)(F)F)oc3c(CN4CCN(C)CC4)c(O)ccc3c2=O)cc1
[36] CN(Cc1ccco1)C(=O)c1c[nH]c2ccc(S(=O)(=O)Nc3ccc4c(c3)OCCO4)cc2c1=O

Screen / compound no. | 31 | 32 | 33 | 34 | 35 | 36
aGlu spleen mod | -1% | 6% | 0% | . | . | -3%
GAA inh | . | -21% | -6% | . | . | -1%
Tau ThT inhib | -15% | -4% | 0% | 18µM* | -6% | -6%
GLA spleen mod | -10% | 9% | 3% | . | . | -4%
Tau fluor cs | -13% | -4% | -4% | ? | -16% | -8%
HTT cytoprotect | -35% | -7%[10 µM] | -22% | . | . | .
Tau FP inhib | -7% | -1% | -5% | ? | -2% | 3%
GAA glycogen mod | . | 4% | 4% | ? | 0%[76.3 µM] | -4%

# Among those listed so far, these have two or more sulfur atoms:
[2] NS(=O)(=O)c1ccc(CCNC(=O)CCCn2c(SCC(=O)N3CCCC3)nc3ccsc3c2=O)cc1
[18] CC1CCCCC1NC(=O)C1CCCN1S(=O)(=O)c1cccc2nsnc12 (configuration not stated)
[29] CC(=O)c1ccc(O)c(CSC2=NCCS2)c1

Screen / compound no. | 2 | 18 | 29
aGlu spleen mod | -2% | 3% | 1%
GAA inh | 8% | 2% | 11%
Tau ThT inhib | 2% | 3% | 6%
GLA spleen mod | -6% | -5% | 5%
Tau fluor cs | 1% | -3% | 4%
HTT cytoprotect | -13% | -5% | .
Tau FP inhib | -2% | -8% | -2%
GAA glycogen mod | -11% | 3% | -15%

# Additional compounds
[37] C=CCOC(=O)C(C(C)=O)C(NC(=O)OC)c1ccc2ccccc2c1 (configuration not stated)
[38] CCC(=O)N(Cc1cc2ccccc2[nH]c1=O)C(C)C
[39] CCc1ccc(C2=NN(CCC(=O)NC3CC3)C(=O)CC2)cc1
[40] O=C(Nc1nc2cc(Cl)ccc2s1)C1CCCN(S(=O)(=O)c2cccc3cccnc23)C1 (configuration not stated)
[41] Cc1cc(O)cc(=O)n1Cc1ccco1

Screen / compound no. | 37 | 38 | 39 | 40 | 41
aGlu spleen mod | -10%[17.4 µM] | 1% | -8% | 3% | -2%
GAA inh | . | 1% | -3% | -18% | -2%
Tau ThT inhib | -1%[11.5 µM] | -7% | -2% | -8% | -7%
GLA spleen mod | 8%[17.5 µM] | 7% | -1% | 5% | -7%
Tau fluor cs | -6%[11.6 µM] | -4% | -5% | ? | -5%
HTT cytoprotect | 4%[10 µM] | 12% | 2%[10 µM] | -99%[inhibitor] | 3%[0.074 µM]
Tau FP inhib | -14%[11.6 µM] | -4% | -2% | ? | -1%
GAA glycogen mod | . | 5% | -5% | 2% | 1%
